Assay outcomes (PubChem BioAssay)
HUVEC inhibit – inhibitors of human endothelial cell proliferation; viability, % at 10 µM (by protocol); hit rate 1.1% among 86,000; HUVEC proliferation, CellTiter-Glo luminescence, 72 h; stronger effect = lower value;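 active = viability at or below 30%; inactive = viability above 30%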;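 note: 100% = median luminescence of DMSO-only cell control wells on each plate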
ERa SRC1 pot – enhances coactivator binding to human estrogen receptor alpha; TR-FRET ERalpha-LBD/SRC-Cy5 coactivator binding, 2 h; 100 = basal binding, no effect; coactivator binding (% of control), % at 25.6 µM; P03372; hit rate 1.3% among 86,000; in the data active = activity above about 200%;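 note: binding measured in presence of low estradiol as agonist stimulus; 0% = peptide alone without receptor and 100% = receptor with peptide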
Target sequence (P03372 whole entry, looked up, the tested form may be a part): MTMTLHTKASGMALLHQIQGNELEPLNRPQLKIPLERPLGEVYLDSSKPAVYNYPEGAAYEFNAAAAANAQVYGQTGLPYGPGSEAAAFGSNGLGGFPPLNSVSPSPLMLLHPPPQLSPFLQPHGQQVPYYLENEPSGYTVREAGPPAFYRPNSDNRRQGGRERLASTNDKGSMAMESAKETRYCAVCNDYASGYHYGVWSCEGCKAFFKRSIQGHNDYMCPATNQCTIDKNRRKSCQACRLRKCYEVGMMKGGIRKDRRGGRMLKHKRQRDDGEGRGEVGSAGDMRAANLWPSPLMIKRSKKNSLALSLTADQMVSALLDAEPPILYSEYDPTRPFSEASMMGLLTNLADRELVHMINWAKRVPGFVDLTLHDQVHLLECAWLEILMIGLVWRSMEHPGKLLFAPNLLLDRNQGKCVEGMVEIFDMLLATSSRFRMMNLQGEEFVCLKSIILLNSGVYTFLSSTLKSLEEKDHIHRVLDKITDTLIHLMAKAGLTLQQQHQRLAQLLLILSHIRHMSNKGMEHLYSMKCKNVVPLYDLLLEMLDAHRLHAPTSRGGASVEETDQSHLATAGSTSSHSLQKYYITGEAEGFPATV
H69AR growth 86K – blocks growth of human H69AR lung tumor cells; viability, % at 10 µM; H69AR lung tumor viability, ATP luminescence, 72 h; stronger effect = lower value; hit rate 6% among 85,000;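 active = viability at or below 40%; inactive = viability above 40%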;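 note: multidrug resistant small cell line overexpressing MRP-1 efflux transporter; 100% = mean luminescence of untreated control wells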
Lung fibro prol – blocks proliferation of human lung fibroblasts. LL 47 human lung fibroblast viability, ATP luminescence; stronger effect = lower value. viability, % at 10 µM. hit rate 1.1% among 85,000. AID 719;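 active = viability at or below 50% in the single dose screen; inactive = viability above 50%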;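 note: compound exposure lasted 72 h before the ATP readout; 100% = median luminescence of untreated cell-only wells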
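Benchmarks: Cell-only wells, no compound | Test system: LL 47 human lung fibroblasts, passage 12 or lower | Input: 1,150 cells/well | Measured by: CellTiter-Glo luminescence measuring cellular ATP | Medium: IMEM, 15% FBS supplement | Schedule: Overnight attachment after seeding, then 72 h compound exposure at 37 °C | Doses: Compound addition at 0.1% DMSO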
Mac1 fbg inh – blocks human CD11b/CD18 adhesion to fibrinogen. P05107+P11215. hit rate 0.54% among 93,000. K562 CD11b/CD18 adhesion to fibrinogen, ATPlite luminescence; Mn2+ added to activate the integrin. inhibition, % at 10 µM. AID 1497;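 active = primary inhibition of 50% or more at 10 µM, then 40% or more on retest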; note: some results filed as inactive read as strong as hits
ERa SRC1 inh – ER-alpha (human) coactivator binding inhibition; TR-FRET ER-alpha LBD / SRC-1 peptide, estradiol-bound; P03372; hit rate 1.7% among 86,000; inhibition, % at 25.6 µM; in the data active = inhibition above about 50%;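 note: 0% = receptor plus peptide control and 100% = peptide only without receptor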
CYP2C19 inhib – blocks human cytochrome P450 2C19; CYP2C19 Supersomes, luciferin-H EGE luminescence, 30 min; inhibition, % at 5 µM; hit rate 21% among 96,000; AID 778;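 active = CYP2C19 inhibition above a set limit at 5 µM in the primary screen, cut at about 50% in these data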;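 note: plate controls were negative control wells for no effect and 2.5 mM tranylcypromine positive control for full effect; values of inactives mirror those of a sister screen read the other way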
Target sequence (P33261 whole entry, looked up): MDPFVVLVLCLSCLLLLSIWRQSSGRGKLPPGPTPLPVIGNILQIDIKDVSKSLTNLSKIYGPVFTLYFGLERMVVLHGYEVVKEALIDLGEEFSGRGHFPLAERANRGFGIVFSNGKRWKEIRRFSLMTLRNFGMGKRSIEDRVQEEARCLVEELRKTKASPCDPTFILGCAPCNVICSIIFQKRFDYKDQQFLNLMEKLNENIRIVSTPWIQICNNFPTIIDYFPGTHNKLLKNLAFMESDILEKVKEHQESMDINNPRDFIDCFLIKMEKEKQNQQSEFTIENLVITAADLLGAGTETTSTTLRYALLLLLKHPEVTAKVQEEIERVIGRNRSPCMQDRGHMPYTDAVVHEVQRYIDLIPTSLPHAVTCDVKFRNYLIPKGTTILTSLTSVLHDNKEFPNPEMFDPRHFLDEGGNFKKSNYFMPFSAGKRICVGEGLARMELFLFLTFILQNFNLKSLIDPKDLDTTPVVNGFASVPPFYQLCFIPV
Mac1 fbg enh – increases human CD11b/CD18 adhesion to fibrinogen; hit rate 0.07% among 93,000; K562 CD11b/CD18 adhesion to fibrinogen, ATPlite luminescence; P05107+P11215; activation, % at 10 µM;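 active = 10 µM primary screen giving 50% or more activity, confirmed by 40% or more on retest at that dose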; note: strong numbers were not always called active
CYP2C19 activ – increases human CYP2C19 enzyme activity | AID 1025 | 96,000 tested, under 10 active | P33261 | recombinant CYP2C19, luciferin-H EGE luminescence; stronger effect = higher value; 0 = fully inhibited enzyme, 1 = untreated enzyme | activation factor at 5 µM;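 active = activation factor of at least 2 at 5 µM in the primary screen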;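 note: 0 = wells with 2.5 mM tranylcypromine and 1 = vehicle-only wells; values of inactives mirror those of a sister screen read the other way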
An asterisk follows results filed as active; . = no result given; [ ] = dose if it differs, or a comment. Compounds were not picked by outcome; overall some 26% were active at least once.

SMILES	HUVEC inhibit	ERa SRC1 pot	H69AR growth 86K	Lung fibro prol	Mac1 fbg inh	ERa SRC1 inh	CYP2C19 inhib	Mac1 fbg enh	CYP2C19 activ
CC1=CC(C)(C)N2C(=O)C3(C(C#N)=C(N)OC4=C3C(=O)CCC4)c3c(C)c(C)cc1c32 (stereo not drawn)	.	.	.	.	-4	.	-9	-1	1.1
CCC(Sc1nc2n[nH]c(C)c2c(=N)n1-c1cccc(Cl)c1C)C(=O)N(CC)CC (stereo not drawn)	80	120	.	89	20	46[fluorescence artefact?]	4	40	1
CCCCNC(=O)CC1N=C2c3ccccc3N=C(SCC(=O)Nc3cccc(OC)c3)N2C1=O (stereo not drawn)	81	90	71	105	11	-14	8	-7	0.9
CCC(CC)C(=O)OCC(=O)NC12CC3CC(CC(C3)C1)C2	110	109	81	98	-19	0	94*	-2	0.1
O=C1c2ccccc2C(=O)N1CSc1nnc2c3ccccc3n(CCc3ccccc3)c2n1	85	189	64	101	7	3	31	-2	0.7
O=C(CCSc1nccn1Cc1ccccc1)N1CCOCC1	99	97	88	101	.	-2	15	.	0.9
Cc1ccccc1NC(=O)N(CCc1nc2ccccc2[nH]1)Cc1ccccc1	68	98	16*	99	.	-9	.	.	.
CCOC(=O)N1CCN(C(=O)c2ccc3c(=O)n(Cc4ccc(OC)cc4)c(=S)[nH]c3c2)CC1	98	81	55	91	.	-10[fluorescence artefact?]	.	.	.
CC1CCc2c(sc3nc(SCc4nc(-c5ccccc5)no4)n(C)c(=O)c23)C1 (stereo not drawn)	108	118	77	90	.	0	.	.	.
Cc1noc(C)c1S(=O)(=O)N(CC(=O)Nc1ccc2c(c1)OCCO2)c1ccc(C(C)C)cc1	67	102	57	97	-23	-3	56*	8	0.4
Cc1cc(C)n(C(=O)c2ccc(C)c(S(=O)(=O)N3CCOCC3)c2)n1	108	112	92	95	1	-6	69*	0	0.3
O=C(Nc1ccccc1C(=O)N1CCOCC1)c1cccnc1	98	104	95	99	14	-1	11	-9	0.9
Cc1nc(C)c(C(=O)Nc2ccccc2)s1	97	113	63	.	2	-1	15	-3	0.9
Cc1ccc(N(Cc2ccc(C(=O)Nc3ccccc3C(=O)NCc3ccco3)cc2)S(C)(=O)=O)cc1C	80	134[fluorescence artefact?]	79	97	6	5[fluorescence artefact?]	88*	-4	0.1
Cc1cc(C)c(C#N)c(SCSCc2ccccc2)n1	101	85	103	100	8	-4	99*	4	0
CN1C(=O)c2cccc(NCCCN3C(=O)c4ccccc4C3=O)c2C1=O	84	174[fluorescence artefact?]	94	86	-6	12[fluorescence artefact?]	27	-2	0.7
Cc1ccc2cc3cc(C(=O)N4CCCCC4C)oc3nc2c1 (stereo not drawn)	77	113	70	.	.	1	6	.	0.9
COC(=O)c1ccc(-n2nnnc2SCc2ccccc2OC)cc1	89	119	37*	98	16	2	6	-5	0.9
Oc1ccc(-c2n[nH]c(=S)n2Cc2ccco2)cc1	100	100	98	106	-7	1[fluorescence artefact?]	31	0	0.7
COC(=O)c1cc2c(s1)CS(=O)C2 (stereo not drawn)	109	114[fluorescence artefact?]	95	97	.	-23	.	.	.
O=C(NCCC1=CCCCC1)C1CC(=O)N(C2CCCCC2)C1 (stereo not drawn)	104	96	97	103	.	12	0	.	1
COc1ccc(CCNC(=O)C2CCCN(C(=O)N(C)C)C2)c(OC)c1 (stereo not drawn)	98	106	99	101	-4	12	-3	4	1
CCN(CC)C(=O)CSc1nnc(-n2nc(C)cc2C)c2ccccc12	91	109	93	99	-10	-1	2	-6	1
Cc1cc(S(=O)(=O)Nc2nc(CN3CCOCC3)nc3sc4c(c23)CCCC4)ccc1F	84	87	46	97	2	-1	60*	-6	0.4
COc1ccc(NC(=O)CCS(=O)(=O)c2ccc3c(c2)CCCN3C(C)=O)cc1Cl	92	117	100	96	-36	-11	14	5	0.9
Cc1ccc(CN2CC(C(=O)Nc3ccc4c(C)cc(=O)oc4c3)CC2=O)cc1 (stereo not drawn)	110	74[fluorescence artefact?]	99	105	32	27	34	-6	0.7
CC(=O)NCc1cc(-c2nn(C)c(=O)c3ccccc23)ccc1C	109	102	60	107	-20	6	-5	-4	1
O=C(O)CCC(=O)Nc1ccc(Cc2ccc(NC(=O)CCC(=O)O)c(O)c2)cc1O	93	71	94	94	-3	7	-16	-4	1.2
O=C(CN1C(=O)COc2ccccc21)NCCCN1CCc2ccccc2C1	88	96	97	103	-25	1	6	-3	0.9
Cc1nnc2n(-c3ccccc3)c(=O)c3c4c(sc3n12)COC(C(C)C)C4 (stereo not drawn)	99	101	79	101	-8	-4	8	6	0.9

By substructure: the entries above with a halogen
SMILES	HUVEC inhibit	ERa SRC1 pot	H69AR growth 86K	Lung fibro prol	Mac1 fbg inh	ERa SRC1 inh	CYP2C19 inhib	Mac1 fbg enh	CYP2C19 activ
CCC(Sc1nc2n[nH]c(C)c2c(=N)n1-c1cccc(Cl)c1C)C(=O)N(CC)CC (stereo not drawn)	80	120	.	89	20	46[fluorescence artefact?]	4	40	1
Cc1cc(S(=O)(=O)Nc2nc(CN3CCOCC3)nc3sc4c(c23)CCCC4)ccc1F	84	87	46	97	2	-1	60*	-6	0.4
COc1ccc(NC(=O)CCS(=O)(=O)c2ccc3c(c2)CCCN3C(C)=O)cc1Cl	92	117	100	96	-36	-11	14	5	0.9

Next part.
SMILES	HUVEC inhibit	ERa SRC1 pot	H69AR growth 86K	Lung fibro prol	Mac1 fbg inh	ERa SRC1 inh	CYP2C19 inhib	Mac1 fbg enh	CYP2C19 activ
CCc1cccc2c(C(=O)Cn3nnc(-c4ccc(OC)c(OC)c4)n3)c[nH]c12	80	103	39*	93	-36	62*	71*	4	0.3
Cn1c(=O)c2c(ncn2Cc2cc(-c3ccccc3)no2)n(C)c1=O	85	109	82	90	-7	-13	48	2	0.5
O=C(NCCN1C(=O)C2C3C=CC(C3)C2C1=O)NCc1ccccc1 (stereo not drawn)	91	118	95	99	9	-2[fluorescence artefact?]	12	0	0.9
Cc1ccc2[nH]c(=O)c(-c3nc4c(C)cccn4c3NCc3ccco3)cc2c1	86	24	86	98	-10	93*[fluorescence artefact?]	-1	-6	1
CCN(CC)CCN(C(=O)Cn1nnc(-c2ccc(OC)c(OC)c2)n1)C(C(=O)NC1CCCC1)c1ccc(F)cc1 (stereo not drawn)	.	.	.	.	-2	.	25	-5	0.8
O=C(NCCN1CCN(c2ccccc2)CC1)c1ccc(NC(=O)C2CCCO2)cc1 (stereo not drawn)	99	87[fluorescence artefact?]	97	105	5	-6	52*	-2	0.5
Cc1ccc(-c2nn3c(C)nnc3s2)cc1NC(=O)C(C)C	99	106[fluorescence artefact?]	98	102	-4	-2	14	1	0.9
NC(=S)NNc1cccc(Cl)c1	81	84	97	90	-6	-4	10	1	0.9
CC(C)N(Cc1cc2ccccc2[nH]c1=O)C(=O)c1cccnc1	87	135	84	96	-6	1	0	-4	1
CCOC(=O)c1c(NC(=O)CSc2nnc(-c3ccco3)o2)sc(C)c1C	93	100	60	106	.	11	21	.	0.8
COc1ccc(N(CC(=O)Nc2cc(C(=O)O)ccc2C)S(=O)(=O)c2c(C)noc2C)cc1	94	86[fluorescence artefact?]	104	98	.	-2	14	.	0.9
COc1cccc(CNC(=O)Cn2cccc2)c1	95	113	102	104	.	-10	46	.	0.5
CCC/C(=C1/C(=O)CC(C)(C)C(C(=O)OC)C1=O)N1CCCC1 (stereo not drawn)	96	110	95	99	-6	10	-13	-7	1.1
Cc1cc(C)nc(N2CCC(C(=O)O)CC2)n1	92	86	108	104	-14	-1	-6	0	1.1
Cc1cc(C)c(S(=O)(=O)NCc2ccncc2)c(C)c1	77	106	104	90	83*	-2	48	-9	0.5
O=C(Nc1c(C(=O)NCc2ccco2)cnn1-c1ccccc1)c1ccc(F)cc1	104	113	93	110	4	-6	43	-1	0.6
O=C(C1CCCN1S(=O)(=O)c1ccc(Cl)c(Cl)c1)N1CCOCC1 (stereo not drawn)	90	105	102	98	1	-15	-1	-4	1
NS(=O)(=O)c1ccc(NC(=O)COC(=O)CSc2n[nH]c(-c3ccccc3)n2)cc1	102	119	88	101	8	-4	13	1	0.9
COCCn1c(SCc2ccc(C(=O)OC)o2)nnc1-c1c[nH]c2ccccc12	105	100[fluorescence artefact?]	87	101	-7	2	74*	5	0.3
CCC(C)Sc1nc2c(c(=O)[nH]c(=O)n2C)n1CC(O)COc1ccccc1C (stereo not drawn)	90	90	59	104	.	-7	.	.	.
O=C1c2oc3ccc(Cl)cc3c(=O)c2C(c2cccc(Br)c2)N1CCO (stereo not drawn)	109	115[fluorescence artefact?]	26*	103	-16	3	50*	3	0.5
CC1(C)NC(=O)N(CC(O)CN2C(=O)NC(C)(C)C2=O)C1=O	94	120	99	103	-8	-8	-5	1	1
CCC(C)(C)n1nnnc1C(c1cc2ccc(OC)cc2[nH]c1=O)N1CCCCC1 (stereo not drawn)	91	83	84	85	-55	-11	-2	-1	1
Cc1cc(C)n2nc3nc(N4CCCCC4)nc(-c4ccco4)c3c2n1	.	.	.	.	-19	.	11	1	0.9
Cc1occc1-c1nnc(SCC(=O)Nc2ccccc2-c2ccccc2)n1C	104	126	103	99	-2	-5	76*	-4	0.2
COc1cccc(-c2cc(C(=O)Nc3ccc4c(c3)OCCO4)c3ccccc3n2)c1	.	.	.	.	-3	.	-17	10	1.2
COC(=O)CON1C(=O)c2ccccc2C1=O	100	116[fluorescence artefact?]	93	104	-7	-5	-28	1	1.3
O=S(=O)(c1ccc(Br)s1)n1cccn1	.	.	.	.	-16	.	7	-1	0.9
Cc1ccc(-c2nn[nH]n2)cc1	94	100	101	105	-42	-1	13	-2	0.9
CN1C(=O)c2c(sc3c2CC(C)(C)SC3)N2CCN=C12	87	117	78	87	-13	-5[fluorescence artefact?]	-2	-2	1
N#Cc1c2n(c3c(=O)n(CC(=O)c4ccc(Br)cc4)cnc13)CCCC2	89	91	82	101	1	1	53*	-1	0.5
CCn1c(SCc2cccnc2)nc2c1c(=O)n(C)c(=O)n2C	100	104	99	96	10	10[fluorescence artefact?]	16	2	0.8
COc1ccc2c(c1)CC/C(=C\Nc1ccc3c(c1)OCO3)C2=O	83	103[fluorescence artefact?]	56	115	60	14	4	-4	1
O=C(CSc1nnc(-c2ccccc2)n1Cc1ccccc1)NC1CC1	98	125	90	94	-2	-8	24	-4	0.8
CCN1CCN(C(c2cccs2)C(C)NC(=O)c2c(F)cccc2F)CC1 (stereo not drawn)	98	116	93	87	.	-2	11	.	0.9
COc1ccc2oc(=O)c(C(=O)NCc3cccnc3)cc2c1	94	106	98	93	.	-22	.	.	.
COc1ccc(CNC(=O)CCOc2ccc(C(C)(C)C)cc2)cc1	93	114	97	103	3	-7	14	3	0.9
CCCC1(C)SC(NC(C)=O)=NN1C(C)=O (stereo not drawn)	93	86	86	93	-5	-6	-4	0	1
CN(C)CCCN1C(=O)C(=O)/C(=C(/O)c2ccc3c(c2)OCO3)C1c1ccco1 (stereo not drawn)	93	105	78	107	.	-1	.	.	.
Cn1c(=O)c2cc(S(=O)(=O)NCCC(=O)NCC3CCCO3)ccc2n(C)c1=O (stereo not drawn)	104	121	97	97	9	-4	6	0	0.9
Cc1ccc(-c2noc(CCC(=O)NCCN3CCc4ccccc4C3)n2)cc1	.	.	.	.	4	.	84*	-4	0.2
COC(=O)c1ccc(CSc2ccc3nnc(-c4cccnc4)n3n2)o1	90	93	82	92	-14	-3	36	-2	0.6
